Screens: PubChem, several laboratories
CHOP inh: inhibitors of CHOP promoter induction, primary screen, cell-based, unfolded protein response, luciferase reporter. CHO-K1 CHOP-promoter luciferase, tunicamycin-induced, 15-18 h. inhibition, % at 10 µM. 220,000 compounds, 3.8% hits;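 active = compounds that reduced the stress-induced luciferase reporter signal by more than about 70% of percent inhibition, limit read from the data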;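 note: 0% = tunicamycin plus vehicle and 100% = wells without tunicamycin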
NPY1 pot ag: NPY-Y1 receptor potentiators or agonists, primary screen, cell-based | Neuropeptide Y receptor type 1 (Homo sapiens), P25929 | NPY-Y1 expressing cells, potentiator/agonist activation | activation, % at 3.6 µM | 220,000 compounds, 0.37% hits | AID 1304, 2008; in the data active = activation above about 33%, passing the limit was not always enough;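 note: cells stimulated with NPY at EC10 then isoproterenol at EC100; 0% = low agonist plus stimulus and 100% = saturating agonist plus stimulus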
NCF1 inh: p47phox/p22phox peptide binding inhibitors, primary screen, biochemical, uHTS, NADPH oxidase regulatory subunit; Neutrophil cytosol factor 1 (Homo sapiens), P14598; inhibition, % at 24.7 µM; fluorescence polarization, 2 h; 220,000 compounds, 0.53% hits;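 active = inhibition above about 30%, limit read from the data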;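 note: 0% = p47phox with labelled peptide and 100% = labelled peptide alone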
Target sequence (P14598 whole entry, looked up): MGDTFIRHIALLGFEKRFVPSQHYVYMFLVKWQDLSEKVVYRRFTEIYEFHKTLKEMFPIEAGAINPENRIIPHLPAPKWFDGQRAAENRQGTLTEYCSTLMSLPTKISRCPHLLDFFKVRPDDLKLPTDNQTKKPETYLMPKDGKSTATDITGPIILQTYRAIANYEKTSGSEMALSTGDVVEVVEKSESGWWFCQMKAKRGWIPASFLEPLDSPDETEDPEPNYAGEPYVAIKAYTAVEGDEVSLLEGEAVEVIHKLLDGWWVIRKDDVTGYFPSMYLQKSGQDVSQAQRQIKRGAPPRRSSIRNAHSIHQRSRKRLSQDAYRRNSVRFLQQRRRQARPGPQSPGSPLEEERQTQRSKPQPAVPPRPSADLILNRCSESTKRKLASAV
Ba/F3 V617F tox: reduced viability of JAK2V617F-dependent Ba/F3 cells, primary screen, JAK2V617F inhibitor project, cell-based, Ba/F3 EpoR-JAK2V617F, luminescence | ATP luminescence | inhibition, % at 5.6 µM | 220,000 compounds, 1.1% hits;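 active = inhibition above the campaign mean plus 3 SD over all tested compounds, cut at about 24% in these data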;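 note: cytokine-independent growth of Ba/F3 cells driven by EpoR plus mutant JAK2; 0% = DMSO-treated cells and 100% = JAK inhibitor I control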
NPY-Y1 antag: NPY-Y1 receptor antagonists, primary screen, cell-based. inhibition, % at 3.6 µM. HEK293-CNG Y1 cells, membrane potential fluorescence; NPY at EC95, then isoproterenol. Neuropeptide Y receptor type 1 (Homo sapiens), P25929. AID 1040, 2008. 200,000 compounds, 1% hits;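 active = inhibition above the campaign mean inhibition of all tested compounds plus 3 SD, cut at about 20% in these data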;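 note: 0% = DMSO wells given NPY plus isoproterenol and 100% = isoproterenol alone without NPY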
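Test system: HEK293 cells co-expressing NPY Y1 receptor and cyclic-nucleotide gated channel; Also added: NPY (25 nM), isoproterenol (1 µM), Ro 20-1724 (25 µM); Compound dosing: one concentration, 3.6 µM, in 0.4% DMSO; Timing: dye 3 h, compound 60 min room temperature, stimulation 45 min; Technique: Membrane-potential fluorescent dye readout.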
S1P4 antag: S1P4 receptor antagonists, primary screen, cell-based. Sphingosine 1-phosphate receptor 4 (Homo sapiens), O95977. 220,000 compounds, 0.26% hits. inhibition, % at 4.98 µM. AID 1510, 2009. S1P4-expressing cells, antagonist mode, reporter read-out; in the data active = inhibition above about 29%;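 note: 0% = wells stimulated with agonist and 100% = vehicle wells without agonist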
Target sequence (O95977 whole entry, looked up): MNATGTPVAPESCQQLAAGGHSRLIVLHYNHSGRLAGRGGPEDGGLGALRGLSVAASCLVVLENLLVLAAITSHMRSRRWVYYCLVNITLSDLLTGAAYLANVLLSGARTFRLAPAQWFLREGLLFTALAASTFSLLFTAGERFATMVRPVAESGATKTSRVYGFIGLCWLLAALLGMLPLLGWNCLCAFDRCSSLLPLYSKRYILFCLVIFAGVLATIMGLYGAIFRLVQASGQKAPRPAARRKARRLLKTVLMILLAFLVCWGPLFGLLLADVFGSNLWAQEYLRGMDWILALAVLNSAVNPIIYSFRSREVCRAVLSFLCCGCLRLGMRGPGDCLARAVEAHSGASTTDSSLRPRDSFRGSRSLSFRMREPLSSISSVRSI
S1P4 agonist: S1P4 receptor agonists, primary screen, cell-based | 220,000 compounds, 0.35% hits | Sphingosine 1-phosphate receptor 4 (Homo sapiens), O95977 | activation, % at 4.98 µM | AID 1509, 2009 | S1P4-expressing cell line, agonist reporter assay; in the data active = activation above about 11%;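 note: 0% = DMSO vehicle and 100% = reference agonist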
NPY2 pot ag: NPY-Y2 potentiators or agonists, primary screen, cell-based; AID 1359, 2008; cells expressing NPY-Y2, potentiator/agonist read-out; activation, % at 3.6 µM; 220,000 compounds, 0.45% hits; Neuropeptide Y receptor type 2 (Homo sapiens), P49146; in the data active = activation above about 27%;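 note: cells stimulated with NPY near EC25 plus isoproterenol at EC100; 0% = vehicle plus submaximal agonist and 100% = vehicle plus saturating agonist; some results beyond the cut were filed as inactive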
BaF3 parental: parental Ba/F3 cell viability inhibition, counter-screen for JAK2V617F inhibitor project, murine pro-B, CellTiter-Glo luminescence; inhibition, % at 5.6 µM; 220,000 compounds, 1.1% hits; CellTiter-Glo ATP luminescence;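 active = inhibition above a per-campaign cutoff, the mean inhibition of all tested compounds plus 3 SD, cut at about 27% in these data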;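 note: 0% = DMSO wells and 100% = JAK Inhibitor I control wells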
* = called active by the depositor; . = not tested or not shown.

SMILES	CHOP inh	NPY1 pot ag	NCF1 inh	Ba/F3 V617F tox	NPY-Y1 antag	S1P4 antag	S1P4 agonist	NPY2 pot ag	BaF3 parental
CCc1nnc(NC(=O)CSc2ccc(-c3cccs3)nn2)s1	0	18	-10	-3	-7	-18	1.1	5	1
CN(Cc1ccccc1)S(=O)(=O)c1ccc2c(c1)OCCO2	19	-12	-9	0	1	-7	-2.0	-12	0
CS(=O)(=O)c1ccc2nc(NC(=O)c3ccc(S(=O)(=O)NCC4CCCO4)cc3)sc2c1 (stereo not given)	14	-14	-10	4	-4	-13	1.5	2	4
COc1ccc(CCNC(=O)c2cc(=O)[nH]c3ccc(Br)cc23)cc1OC	18	-29	-28	0	0	3	2.5	2	3
CCC(CC)C(=O)Nc1cc([N+](=O)[O-])ccc1F	14	2	15	1	3	-9	1.4	-4	5
CCN(CC)S(=O)(=O)c1cccc(-c2nnc(SCC#N)n2Cc2ccccc2)c1	-53	-7	-12	0	3	-12	2.2	-10	4
CCCCC1CCC(C(=O)N2CCOCC2)CC1 (stereo not given)	22	15	-12	-2	2	-10	0.7	12	1
COc1ccc(NC(=O)C2(N(CC(C)C)C(=O)Cn3nnnc3N)CCCCC2)cc1	3	4	-2	-3	-1	3	0.5	8	5
Cc1ccc(NC(=O)Cn2ccc([N+](=O)[O-])n2)cc1Cl	0	13	-1	3	0	-6	-2.1	-3	12
Cc1nsc(Nc2ccc([N+](=O)[O-])cc2)c1C#N	44	18	0	-3	6	-31	0.7	10	6
CCCCNC(=O)C(c1ccc(-c2ccccc2)cc1)N(CCN1CCOCC1)C(=O)CCCCCN1C(=O)NC(c2ccc([N+](=O)[O-])cc2)C(C(=O)OCc2ccccc2)=C1C (stereo not given)	27	-15	-4	1	-1	-6	1.0	-3	4
Cc1c(=O)n(OCc2c(F)cccc2F)c2ccccc2[n+]1[O-]	.	1	.	-2	2	1	2.8	-4	4
O=C(OC1CCOC1=O)c1cccc(S(=O)(=O)Nc2ccc(F)cc2)c1 (stereo not given)	11	-17	-9	4	-1	-4	0.0	4	7
O=CNc1ccc(S(=O)(=O)NCc2ccccc2)cc1	17	12	-14	-2	1	-6	0.7	11	3
COC(=O)/C=C1/SC(=NC(=O)c2ccc(F)cc2)NC1=O	-10	-2	-17	-3	.	-5	-0.1	5	-1
COc1ccc(NC(=O)CN2CCN(c3ccccc3F)CC2)cc1	-7	1	-15	-3	7	-11	-0.4	-13	2
CCOC(=O)C1=C(CSc2nc(-c3ccccc3)ccc2C#N)OC(N)=C(C#N)C1c1ccccc1 (stereo not given)	17	4	-125	1	9	19	1.5	-4	5
O=C(Nc1ccccc1)c1ccc(COc2ccccc2)cc1	48	10	4	1	-4	-12	3.2	11	7
CCOC(=O)Cc1cc(=O)n2[nH]c(C)c(-c3ccccc3)c2n1	-15	-18	-17	1	14	-5	-2.1	-22	5
CCn1c2ccccc2c2cc(NC(=O)c3ccccc3[N+](=O)[O-])ccc21	-3	9	7	-1	3	-2	-0.3	7	4
O=C(O)c1nn(CCOc2cccc(Cl)c2)c(=O)c2ccccc12	42	-15	-4	1	6	8	1.2	-15	7
COc1ccc(CCNC(=O)COc2ccc(C)nc2[N+](=O)[O-])cc1	7	-20	-5	2	0	1	-1.2	7	1
CCOC(=O)N1CCC(N2Cc3cccc(C(=O)O)c3C2=O)CC1	15	4	-21	-3	-1	-5	-0.5	-2	0
CC(C)CNS(=O)(=O)c1ccc(CCC(=O)Nc2ccc3c(c2)OCO3)cc1	13	-40	-8	0	5	2	1.7	6	3
FC(F)Oc1ccccc1NC(=S)NCc1ccco1	-29	-7	-3	0	-5	1	1.6	0	1
CCOc1ccc(NC(=O)CCN2CCN(S(=O)(=O)c3ccc(OC)cc3)CC2)cc1	16	3	7	-2	0	-18	0.1	0	1
Cc1cc(-c2nnc(CCC(=O)N3CCN(Cc4cccnc4)CC3)o2)c(C)o1	-9	4	133*	3	1	-9	1.0	-7	7
COc1cc(CNc2ccc(N3CCN(C(C)=O)CC3)cc2)ccc1OCc1ccc(F)cc1	27	2	-2	0	-4	8	0.7	5	3
CN(C(=O)C12CC3CC(CC(C3)C1)C2)C1(C)CCS(=O)(=O)C1 (stereo not given)	-15	-21	-8	1	2	12	-1.9	-6	6
Cc1ccnc2nc(C(=O)NC3CCCc4ccccc43)nn12 (stereo not given)	20	4	-5	-1	-2	-2	0.2	-9	4
Cc1ccc2c(c1)C1CN(C)CCC1N2C(=S)NC(=O)c1ccc(Cl)cc1Cl (stereo not given)	-6	-16	-14	1	.	-16	-2.4	-29	1
COC(=O)C1=C(C)NC(=O)/C1=C/c1ccc(CNS(=O)(=O)c2ccc(C)cc2)o1	6	-13	-8	0	-4	4	-1.0	-12	2
CCCCOc1ccc(NC(=O)[C@@H]2CCCN2C(=O)C2CCN(S(=O)(=O)c3ccc(C)cc3)CC2)cc1	46	1	-5	1	1	9	1.3	0	3
CCOC(=O)N1CCC(=NNC(=O)NC2CCCCC2)CC1	8	9	-19	2	6	-1	0.0	-5	4
CN1CCN(C(=O)CCc2ccc(S(=O)(=O)NC3CCCCC3)cc2)CC1	-9	-16	2	1	2	4	0.1	-2	1
O=C(Cn1cnc2c(nnn2Cc2ccccc2F)c1=O)NCc1ccco1	7	-10	5	1	1	-17	-1.1	-2	4
Fc1ccccc1NC(=S)N1CCN(Cc2ccc3c(c2)OCO3)CC1	15	-7	-4	1	3	-11	0.9	0	4
Cc1c(Cl)cccc1NC(=S)NCCC(c1ccccc1)c1ccccc1	1	-17	-20	-5	3	-2	3.3	-6	2
CC(C)=CCN1CCN(Cc2cccc3nonc23)CC1CCO (stereo not given)	12	8	-7	-3	0	-1	-0.5	0	-2
CCOC(=O)C1=C(C)NC(=O)NC1c1ccoc1 (stereo not given)	19	-11	-1	-5	-1	-2	-0.8	5	1
COc1ccc(Cc2nnc(NC(C)=O)s2)cc1	11	5	1	2	3	4	0.9	-10	8
COC(=O)c1ccccc1-c1ccc(/C=C2\C(=O)N(c3ccccc3)N=C2c2ccccc2)o1	-14	-7	-4	-1	0	-11	3.4	-4	-2
C=CCN1C(=O)CN=C1Nc1ccc(F)cc1	8	22	-10	-3	7	-26	2.5	13	10
CCCCNc1ncnc2c1cnn2-c1ccccc1	.	-4	-7	64*	1	5	0.6	-7	66*
CCOC(=O)C(=O)Nc1nnc(CCc2ccccc2)s1	-7	-10	-7	-3	1	-33	2.0	-15	1
C=CCc1cccc(/C=N/c2ncn[nH]2)c1O	7	15	-12	-5	-3	-2	-1.0	9	-3
O=C(c1ccc([N+](=O)[O-])c(CS(=O)(=O)c2ccc(Cl)cc2)c1)N1CCCCC1	18	-2	-4	-2	1	-2	-0.2	-7	3
O=C(/C=C/c1cccc(O)c1)c1cccnc1	-44	-14	2	4	0	15	-0.1	-20	6
Cc1ccc(SCc2cc(=O)[nH]c(/N=C(\N)Nc3cccc4ccccc34)n2)cc1	20	-6	-10	1	4	-26	6.0	16	2
CCOC(=O)c1c(SC)[nH]c2c(Cl)cccc2c1=O	13	15	-4	-2	.	-30	1.4	-15	-1
(listing goes on)
SMILES	CHOP inh	NPY1 pot ag	NCF1 inh	Ba/F3 V617F tox	NPY-Y1 antag	S1P4 antag	S1P4 agonist	NPY2 pot ag	BaF3 parental
CCOC(=O)C1ON2CCCCC2C1(O)C(F)(F)F (stereo not given)	4	2	3	-1	-3	-13	1.9	9	2
CCOc1ccc(NC(=O)CSc2ncc(-c3ccc(F)cc3)n2Cc2ccco2)cc1	42	4	-13	2	.	7	0.6	-11	-9
CCOc1ccc(NC(=O)Nc2ccc3c(c2)N(C)C(=O)CS3)cc1	40	-21	-33	3	5	-1	0.3	11	1
Cc1ccc(S(=O)(=O)NC(=O)N(C)C2CCCCC2)cc1	13	4	-10	0	.	-7	1.9	-1	-2
C=CCNC(=O)CC1Nc2c3ccccc3nc(=S)n2C1=O (stereo not given)	33	-21	-11	-1	0	3	1.2	-9	3
O=C(CCS(=O)(=O)Cc1ccccc1F)NCCCN1CCCCC1	6	15	-9	-1	-5	-6	0.8	10	1
O=C(NCCn1ccc2ccccc21)c1cccc([N+](=O)[O-])c1	31	5	-8	-1	-4	-5	-0.3	7	6
CC(=N[C@@H]1CCCC[C@H]1N=C(C)c1ccccc1O)c1ccccc1O	16	-14	-4	1	-1	4	-0.5	3	5
Cc1cc(C)n2nc(SCC(=O)c3c(N)n(CC(C)C)c(=O)n(C)c3=O)nc2n1	17	1	-9	-1	1	-2	0.5	11	9
Cc1cnc(NC(=O)CSc2nnc(C)s2)s1	22	-8	-12	-2	3	3	1.1	10	2
Fc1ccc(CSc2ccc3nnc(-c4cccnc4)n3n2)cc1	37	3	0	0	-3	0	0.1	14	2
Cc1cc(N2C(=O)C=CC2=O)c([N+](=O)[O-])cc1C	108*	-10	18	-2	1	-2	-1.4	-6	3
CCOC(=O)N1CCN(C(=O)c2ccc(CS(=O)(=O)c3ccccc3OC)o2)CC1	50	-4	-1	-2	5	2	-1.2	-5	3
CCSc1nnc(CSc2ncccn2)n1C	14	0	8	3	0	-1	-0.6	-2	5
CCOCC(=O)Nc1ccc([N+](=O)[O-])cc1Cl	15	7	-5	0	12	-11	-0.7	2	1
CCOC(=O)c1ccc(NC(=S)N2CCCC(C(=O)OCC)C2)cc1 (stereo not given)	0	2	-10	3	-2	5	-3.0	-4	2
CC(C(O)C12CC3CC(CC(C3)C1)C2)N1CCCCC1 (stereo not given)	-6	-1	-5	-1	8	2	-1.1	2	11
CCn1c(CSc2nc3ccccc3s2)nnc1SCC(=O)c1ccc(O)cc1O	41	1	-6	-5	4	-21	1.6	0	0
O=C(CN1CCOCC1)Nc1ccc(S(=O)(=O)N2CCCCCC2)cc1	23	12	-5	-6	3	7	-0.5	-1	1
COc1ccc(C(=O)NCC(=O)OCC(=O)N2N=C(c3ccc(Cl)cc3)CC2c2ccco2)cc1OC (stereo not given)	47	14	-11	-2	1	2	-0.2	1	1

An excerpt from above, reduced to Ba/F3 V617F tox.
SMILES,Ba/F3 V617F tox
CCOC(=O)N1CCN(C(=O)c2ccc(CS(=O)(=O)c3ccccc3OC)o2)CC1,-2
CCOC(=O)c1ccc(NC(=S)N2CCCC(C(=O)OCC)C2)cc1 (stereo not given),3

Going on with the list.
SMILES	CHOP inh	NPY1 pot ag	NCF1 inh	Ba/F3 V617F tox	NPY-Y1 antag	S1P4 antag	S1P4 agonist	NPY2 pot ag	BaF3 parental
CCn1c(/C=C/Nc2ccccc2)[n+](CC)c2cc(Cl)c(Cl)cc21	28	0	8	2	8	-13	-0.2	4	10
CC(OC(=O)Cc1n[nH]c(=O)c2ccccc12)C(=O)Nc1cccc([N+](=O)[O-])c1 (stereo not given)	2	-14	-3	3	-5	-14	1.0	-10	1
S=C(NC1CCCCC1)NN1CCOCC1	-26	6	-9	-1	0	1	1.4	3	1
Cc1onc(-c2c(F)cccc2Cl)c1C(=O)NC(=S)NCc1cccnc1	-5	-29	-13	1	2	-7	3.6	-2	6

Rows are unselected (roughly 7.1% active in at least one column).
